CHT allo act – allosterically activates the human high affinity choline transporter; Q9GZV3; CHT-expressing cells, membrane potential dye, choline EC20; stronger effect = higher value; LV-AA mutant CHT in HEK293 cells; B-score at 10 µM; hit rate 0.49% among 310,000; AID 488977;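 active means initial fluorescence not abnormally high and integrated response B-score, plate-corrected, over 3 SD above library mean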
Target sequence (Q9GZV3 whole entry, looked up): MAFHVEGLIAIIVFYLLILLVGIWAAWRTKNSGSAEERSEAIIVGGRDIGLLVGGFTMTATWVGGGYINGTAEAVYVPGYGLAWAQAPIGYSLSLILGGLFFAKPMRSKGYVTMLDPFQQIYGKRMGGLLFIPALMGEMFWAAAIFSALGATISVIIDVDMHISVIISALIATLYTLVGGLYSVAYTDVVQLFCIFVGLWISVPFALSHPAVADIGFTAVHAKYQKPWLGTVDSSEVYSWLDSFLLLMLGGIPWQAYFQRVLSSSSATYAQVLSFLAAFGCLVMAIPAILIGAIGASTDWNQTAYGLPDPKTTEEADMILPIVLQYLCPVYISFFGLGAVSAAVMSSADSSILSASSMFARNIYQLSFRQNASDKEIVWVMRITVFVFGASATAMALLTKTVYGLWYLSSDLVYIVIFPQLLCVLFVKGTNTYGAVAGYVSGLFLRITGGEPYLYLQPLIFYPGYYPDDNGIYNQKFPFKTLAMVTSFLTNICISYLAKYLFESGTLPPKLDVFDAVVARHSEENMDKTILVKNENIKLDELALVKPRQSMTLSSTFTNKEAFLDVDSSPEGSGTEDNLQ
STK33 kinase inh – human STK33 kinase inhibition; purified STK33, MBP phosphorylation, ADP-Glo luminescence; AID 2661; inhibition, % at 10 µM; hit rate 0.073% among 320,000; Q9BYT3;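 active means inhibition at or above 25%, using the most active replicate where run in duplicate; inactive means inhibition below 25%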
Target sequence (Q9BYT3 whole entry, looked up): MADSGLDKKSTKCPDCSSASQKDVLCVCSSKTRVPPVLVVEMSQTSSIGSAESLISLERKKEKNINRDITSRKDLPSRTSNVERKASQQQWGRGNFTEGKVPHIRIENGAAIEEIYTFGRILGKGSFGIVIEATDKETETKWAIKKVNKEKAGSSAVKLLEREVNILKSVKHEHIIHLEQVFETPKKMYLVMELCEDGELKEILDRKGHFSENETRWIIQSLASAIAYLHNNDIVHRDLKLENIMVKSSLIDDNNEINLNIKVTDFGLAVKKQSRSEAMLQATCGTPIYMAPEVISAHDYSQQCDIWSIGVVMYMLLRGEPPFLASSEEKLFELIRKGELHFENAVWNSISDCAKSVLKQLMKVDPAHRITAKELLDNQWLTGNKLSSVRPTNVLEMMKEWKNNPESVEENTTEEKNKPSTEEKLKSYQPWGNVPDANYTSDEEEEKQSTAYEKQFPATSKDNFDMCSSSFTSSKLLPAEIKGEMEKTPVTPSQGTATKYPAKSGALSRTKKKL
CHT inh – inhibits the human high affinity choline transporter; B-score at 10 µM; hit rate 0.86% among 310,000; CHT-expressing cells, membrane potential dye, choline response; stronger effect = lower value; Q9GZV3;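 active means B-score over 3 SD under the library average, and starting fluorescence ratio not unusually high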;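 further: choline stimulus applied at its EC90 after an EC20 pre-addition; B-score computed on integrated fluorescence ratio after choline addition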
The depositor's hits bear a star; i = inactive; x = no result given.

SMILES | CHT allo act | STK33 kinase inh | CHT inh
CCOC(=O)N1CCC(NC(=O)c2cccc3c2C(=O)N(c2ccc(OC)cc2)C3)CC1 | i | -1.1 | i
O=C(c1ccc(-c2ccc(Cl)cc2Cl)o1)N1CCOCC1 | i | 0.2 | i
CCCN1CNC(=S)N(c2cccc(C)c2)C1 | i | -0.7 | i
COC(=O)Cn1c(=O)c2c(nc(Br)n2CC(=O)OC)n(C)c1=O | i | -3.5 | i
Cc1ccc(C(=O)NNC(=O)CSc2nnc(C(C)C)n2C)cc1 | i | -1.3 | i
CNC(=S)N1N=C(c2ccc(C)cc2)CC1c1ccc(Cl)cc1 (stereo not drawn) | i | -3.0 | i
COc1ccc(C2=NN(C(=O)CCC(=O)O)C(c3ccc(Br)cc3)C2)cc1 (stereo not drawn) | i | -0.9 | i
O=C(/C=C/c1ccc2c(c1)OCO2)NCCSCc1cccc(Cl)c1 | i | 0.6 | i
N#C/C(=C\c1ccc(N2CCCCC2)o1)C(=O)Nc1cccc(Br)c1 | i | -1.3 | i
Cc1ccc(Oc2ccc(N)cc2)cc1 | i | -1.5 | i
O=C(NN1CC(=O)N(c2cc(Cl)cc(Cl)c2)CC1=O)c1sccc1Cl | i | -1.8 | i
O=C(N/C(=C/c1ccc(Br)cc1)C(=O)N1CCOCC1)c1ccco1 | i | -0.7 | i
O=C(CS(=O)CC(=O)Nc1cnc2ccccc2c1)Nc1ccc(Cl)cc1 (stereo not drawn) | i | 0.3 | i
COc1ccc(NC(=O)c2ccccn2)cc1S(=O)(=O)N1CCOCC1 | i | -0.8 | i
COc1ccc(S(=O)(=O)NC(CC(=O)NCCc2ccccc2)c2ccco2)cc1 (stereo not drawn) | i | 0.8 | i
Fc1cc2[nH]cnc2cc1Cl | i | -1.0 | i
O=C(Nc1ccccc1)OCN1C(=O)c2ccccc2C1=O | i | -1.2 | i
CN(C)c1ccc(C=NCCc2ccc(S(N)(=O)=O)cc2)cc1 | i | -0.5 | i
CCn1nc(C)c(/C=C/C(=O)Nc2ccc(C)cc2C)c1C | i | -0.8 | i
Cc1cc(C(=O)Nc2c(F)cc(F)cc2Br)cs1 | i | -1.1 | i
NC(=O)c1cc([N+](=O)[O-])ccc1N1CCN(Cc2ccccc2)CC1 | i | 0.2 | i
CCCCC(=O)N1CCN(c2nc3ccc(Cl)cc3s2)CC1 | i | 0.4 | i
COc1ccc(CNc2nc(-c3cccnc3)nn2C(C)=O)cc1 | i | -1.1 | i
CCN(Cc1ccccc1)C(c1ccccn1)c1nnnn1C(C)(C)CC (stereo not drawn) | i | -1.3 | i
COc1cc(-c2nc(-c3cccc(C)c3)no2)cc(OC)c1OC | i | -2.2 | i
O=C(CN(C(=O)c1csnn1)c1ccccc1C(F)(F)F)NC1CCCCC1 | i | -1.6 | i
c1cncc(C(c2nnnn2C2CCCCC2)N2CCCCC2)c1 (stereo not drawn) | i | -0.2 | i
COc1ccc(C(CNC(=O)C2CC(=O)N(Cc3ccc(C)cc3)C2)N(C)C)cc1 (stereo not drawn) | i | -1.3 | i
COc1ccc(CNC(=O)CCCCCNc2nc(=S)[nH]c3ccccc23)cc1 | i | -0.5 | i
Cc1c(C)n2c(SCC(=O)N3CCC(C)CC3)nnc2[nH]c1=O | i | -3.4 | i
COc1ccc2c(c1)C(=O)[C@@H](O)[C@H](c1ccc(OC)c(Br)c1)O2 | i | 0.0 | i
c1ccn2cc(CSC3=NCCS3)nc2c1 | i | -1.0 | i
CCN(CC)S(=O)(=O)c1ccc(/C=C/C(=O)Nc2c(C)n(C)n(-c3ccccc3)c2=O)cc1 | i | -0.7 | i
Cc1cc(N2C(=O)[C@@H]3[C@H](C2=O)[C@@H]2C[C@H]3C(Br)C2Br)no1 (stereo partly drawn) | i | -1.0 | i
CC12CC(c3ccccc3O1)N(C(=O)c1ccco1)C(=O)N2c1ccccc1 (stereo not drawn) | i | x | i
Cc1sc2ncnc(NCC3CCCO3)c2c1C (stereo not drawn) | i | 1.5 | i
COC(=O)CCS(=O)(=O)c1nc(-c2ccccc2)cc(C(F)(F)F)n1 | i | 1.1 | i
CCC(=O)N1CCc2cc(S(=O)(=O)CCC(=O)Nc3cccc(F)c3)ccc21 | i | -1.3 | i
N#Cc1c(-c2ccccc2)c(-c2ccccc2)nn(CC(=O)NNC(=O)Nc2ccccc2)c1=O | i | 2.9 | i
CC1CCCCC1NC(=O)c1nn(C)c(=O)c2ccccc12 (stereo not drawn) | i | -2.7 | i
COc1ccc(CNC(=O)C(=O)c2cn(CC(=O)N3CCCC3)c3ccccc23)cc1 | i | -1.2 | i
Cn1c(=O)c2c(nc(NCCOc3ccc(F)cc3)n2C)n(C)c1=O | i | -0.4 | i
Cc1oc(-c2cc3c(cc2Cl)OCO3)nc1CN1CCCC1c1ccc(F)cc1 (stereo not drawn) | i | -1.6 | i
O=C(/C=C/c1ccccc1)NCCc1c[nH]c2ccccc12 | i | -2.9 | i
O=[N+]([O-])c1ccc2c(c1)/C(=N\O)c1ccccc1-2 | i | 1.6 | i
COc1cccc(CN2CCCC(C(=O)c3ccc4c(c3)OCO4)C2)c1OC (stereo not drawn) | i | -1.7 | -12*
CCN(CC)S(=O)(=O)c1ccc(N2CCc3cc(OC)c(OC)cc3C2)nc1 | i | -1.2 | i
O=C(Nc1ccccc1)C1CCCN1S(=O)(=O)c1cccs1 (stereo not drawn) | i | -0.8 | i
COC(=O)C1CN(C(=O)COc2ccccc2C)c2ccccc2O1 (stereo not drawn) | i | -0.9 | i
Oc1cccc(-n2nnnc2SCc2ccccc2F)c1 | i | 0.7 | -6.3*

Next part:
SMILES | CHT allo act | STK33 kinase inh | CHT inh
COc1cccc(OCCNC(=O)CSc2ccc(C(F)(F)F)cc2[N+](=O)[O-])c1 | i | 0.3 | i
COCCNC(=O)COc1ncnc2ccc(Br)cc12 | i | -0.7 | i
Cc1c(C(=O)NNC(=O)c2ccccc2O)oc2ccc(Br)cc12 | i | -0.6 | i
CC(C)(C)CNC(CO)C12CC3CC(CC(C3)C1)C2 (stereo not drawn) | i | -0.1 | i
COc1cccc(C(=O)Nc2nnc(-c3cccs3)o2)c1 | i | -2.0 | i
CCN(CC)S(=O)(=O)c1ccc(OC)c(NC(=O)C(Cc2ccccc2)N2C(=O)c3ccccc3C2=O)c1 (stereo not drawn) | i | -2.4 | i
Cc1nn(-c2ccccc2)c(Cl)c1/C=N/NC(=O)c1ccncc1 | i | 3.3 | i
O=C(COC(=O)c1cnccn1)Nc1ccc(Cl)cc1 | i | -0.9 | i
O=C1N[C@@H](Cc2ccccc2)[C@@H](c2ccco2)O1 | i | -0.4 | i
COc1ccc(-c2n[nH]c(=S)n2/N=C/c2cccn2C)cc1 | i | -0.7 | i

Filtered by structure: the entries above with a nitro group on carbon (three)
SMILES | CHT allo act | STK33 kinase inh | CHT inh
NC(=O)c1cc([N+](=O)[O-])ccc1N1CCN(Cc2ccccc2)CC1 | i | 0.2 | i
O=[N+]([O-])c1ccc2c(c1)/C(=N\O)c1ccccc1-2 | i | 1.6 | i
COc1cccc(OCCNC(=O)CSc2ccc(C(F)(F)F)cc2[N+](=O)[O-])c1 | i | 0.3 | i

Continuation:
SMILES | CHT allo act | STK33 kinase inh | CHT inh
COc1ccc(N2C(=O)CC(SC(C)C)C2=O)cc1 (stereo not drawn) | i | x | i
Cc1ccc(C2C3=C(CC(C)(C)CC3=O)N(CCN3CCOCC3)C3=C2C(=O)CC(C)(C)C3)cc1 | i | 0.7 | i
Cc1ccc(CSCC(Nc2ccc(C(=O)O)cc2[N+](=O)[O-])C(=O)O)cc1 (stereo not drawn) | i | -0.1 | i
COc1cccc(N=Nc2c(N)[nH]n3c(=O)c4c(nc23)CCCC4)c1 | i | -0.8 | i
CC(=O)Oc1ccccc1C(=O)N(C1CCCCC1)C1CCCCC1 | i | 0.1 | i
COc1ccc(-c2nc3c(-c4ccccc4)cnn3cc2C)cc1F | i | -2.3 | i
O=C(CNS(=O)(=O)c1ccccc1)NCc1cccnc1 | i | -1.7 | i
CC/C(C)=N\NC(=O)CNC(=O)c1ccc(Cl)cc1Cl | i | -1.0 | i
COc1ccc(OC)c(NC(=O)c2ccc(-n3cccn3)nc2)c1 | i | -3.0 | i
O=C(COC(=O)C1CCN(c2ccc(C(F)(F)F)cn2)CC1)NCc1ccc(Cl)cc1Cl | i | -0.7 | i
CCNC(=O)CSc1nc2ccccc2c(=O)n1OC | i | -1.3 | i
CC(NC(=O)c1cn(C)c2ccc(S(=O)(=O)N3CCCC3)cc2c1=O)c1ccccc1 (stereo not drawn) | i | 1.8 | i
Cc1ccccc1OCCCN1CCCC1 | i | -1.4 | i
CCn1c(SCC(=O)Nc2nccs2)nnc1-c1ccco1 | i | -1.0 | i
O=C(CCS(=O)(=O)c1ccc2c(c1)NC(=O)CO2)NCc1ccccc1 | i | -1.3 | i
CCC(=O)Nc1c2c(nn1-c1ccc(F)cc1)CS(=O)C2 (stereo not drawn) | i | 0.0 | i
Cc1cccc(C)c1NC(=O)CNC(=O)c1ccccc1OCc1ccccc1 | i | -1.9 | i
CC(=O)NC1(C(F)(F)F)C(=O)Nc2c1c(=O)n(C)c(=O)n2C (stereo not drawn) | i | -0.9 | i
Cc1ccc(CN2CCN(C(=O)c3ccncc3)CC2)cc1 | i | 0.8 | i
Cc1ccc(-n2c(SC3CCOC3=O)nc3ccccc3c2=O)cc1 (stereo not drawn) | i | -1.3 | i
CN1CCN(C(=O)c2ccc3c(c2)N(Cc2ccccc2)CCS3)CC1 | i | 2.2 | i
Cc1cc(=O)[nH]c2c(C)c(N)ccc12 | i | 2.0 | i
Cc1c(C(=O)N/N=C/c2ccccn2)nnn1-c1nonc1N | i | 2.2 | i
Cc1ccnc2ccc(SC(F)(F)F)cc12 | i | 0.7 | i
COc1ccc(-c2nc(-c3ccc(Br)o3)no2)cc1OC | i | 0.4 | i
CCOC(=O)N1CCN(C(=O)c2ccc3c(=O)n(Cc4ccccc4OC)c(=S)[nH]c3c2)CC1 | i | -0.6 | i
CCCC(CCC(=O)Nc1ccn(-c2ccccc2)n1)C(=O)O (stereo not drawn) | i | -0.6 | i
O=S(=O)(Nc1nc2ccccc2nc1Nc1ccc(N2CCOCC2)cc1)c1cc(Cl)ccc1Cl | i | -0.2 | i
CN1CCN(S(=O)(=O)c2ccc([N+](=O)[O-])cc2)CC1 | i | -15 | i
Cc1ccc(Cl)c2sc(N3CCN(C(=O)c4ccco4)CC3)nc12 | i | -0.7 | i

Looked up by structure from the list above (4):
SMILES | CHT allo act | STK33 kinase inh | CHT inh
COc1ccc(-c2nc(-c3ccc(Br)o3)no2)cc1OC | i | 0.4 | i
Cc1cc(=O)[nH]c2c(C)c(N)ccc12 | i | 2.0 | i
Cc1ccc(Cl)c2sc(N3CCN(C(=O)c4ccco4)CC3)nc12 | i | -0.7 | i
CN1CCN(S(=O)(=O)c2ccc([N+](=O)[O-])cc2)CC1 | i | -15 | i

Record cards, as listed above.
O=S(=O)(Nc1nc2ccccc2nc1Nc1ccc(N2CCOCC2)cc1)c1cc(Cl)ccc1Cl is listed as CHT allo act: i; STK33 kinase inh: -0.2; CHT inh: i
COC(=O)Cn1c(=O)c2c(nc(Br)n2CC(=O)OC)n(C)c1=O is listed as CHT allo act: i; STK33 kinase inh: -3.5; CHT inh: i

Continuation.
SMILES | CHT allo act | STK33 kinase inh | CHT inh
O=C(COc1ccc(Cl)cc1)N1CCCC1 | i | -0.1 | i
O=C(COc1cc(Cl)c(Cl)cc1Cl)Nc1ccc([N+](=O)[O-])cc1Cl | i | -1.9 | i
Cc1ncc(CN2CCCCC2C(=O)Nc2ccc(Oc3ccccc3)nc2)cn1 (stereo not drawn) | i | -0.3 | i
O=C(O)c1nc(NCc2ccccc2)ncc1Cl | i | -0.6 | i
O=C1CCCC(=O)N1c1ccc(Oc2ccc(Cl)cc2)cc1 | i | -2.9 | i
CCOC(=O)C1CCN(C(=O)c2cc3c(-c4ccc(OC)c(OC)c4)nn(C)c3s2)CC1 | i | -0.2 | i
Cc1[nH]n2c(=O)cc(C(C)C)nc2c1-c1ccccc1 | i | 0.3 | -5.2*
COc1ccc(CNCCC(c2ccc(OC(C)C)cc2)c2ccccc2OC)cc1 (stereo not drawn) | i | -0.1 | i
Cc1oc2c(C)c3oc(=O)c(CCC(=O)NCCCCCC(=O)O)c(C)c3cc2c1C | i | -0.3 | i
COc1ccc(-c2cc3ccccc3[nH]2)cc1 | i | -2.8 | i
Cc1ccccc1CCNC(=O)CCn1ccc2cc(S(=O)(=O)N3CCCC3)ccc21 | i | -0.4 | i
NC1=NC(=O)/C(=C/c2ccccc2OS(=O)(=O)c2ccc3ccccc3c2)S1 | i | -0.1 | i
O=C(NC1CCN(S(=O)(=O)c2ccccc2C(F)(F)F)CC1)c1ccco1 | i | 0.1 | i
O=c1c(Cc2ccc(Cl)cc2Cl)c(O)ccn1CC(F)(F)F | i | 0.1 | i
COc1ccc(N/C(N)=N/c2nc(C)cc(=O)[nH]2)cc1 | i | -2.3 | i
Cc1ccc(S(=O)(=O)N(C)C)cc1-n1c(SCC(=O)Nc2ccc(F)cc2)nc2ccccc2c1=O | i | -1.6 | i
CC(C)(C)c1ccc(OCCCC(=O)N2CCOCC2)cc1 | i | -0.6 | i
CCc1c(C(C)S(=O)(=O)c2ccc(C)cc2)[nH]c(=O)n1-c1ccc(OC(F)(F)F)cc1 (stereo not drawn) | i | -1.2 | i
Cc1ccc(/C(O)=C2\C(=O)C(=O)N(C)C2c2ccc([N+](=O)[O-])cc2)cc1 (stereo not drawn) | i | -1.2 | i
CCOC(=O)C(C(C)=O)=C1SC2CS(=O)(=O)CC2S1 (stereo not drawn) | i | 4.9 | i
N=C1c2ccccc2CN1NC(=O)c1cccc(S(=O)(=O)N2CCOCC2)c1 | i | 0.4 | i

Source: PubChem BioAssay (several laboratories)

This is a random part of the collection; overall some 1.5% were active at least once.
